PrPC TRFRET = inhibitors of human cell surface prion protein PrPC | 370,000 compounds, 0.43% hits | inhibition, % at 13.8 µM | TR-FRET read-out; in the data active = inhibition above about 24%; note: 0% = median of the test wells and 100% = reference compound wells
Y pestis TopoI = inhibitors of Yersinia pestis topoisomerase I; activity, % at 10 µM; AID 504884; Y. pestis Topo-I cleavage product accumulation, plate reader; 360,000 compounds, 0.064% hits; in the data active = activity above about 50%, passing the limit was not always enough; note: inactives centre near 2
TcdB GH inh = blocks C. difficile toxin B glycohydrolase activity; P18177; TcdB glycohydrolase enzymatic assay, plate reader; inhibition, % at 9.99 µM; 350,000 compounds, 0.24% hits; in the data active = inhibition above about 10%
CCHFV vOTU inh = CCHFV vOTU protease inhibition; Pep-AMC fluorescence; inhibition, % at 11.5 µM; 370,000 compounds, 0.55% hits; AID 651958; in the data active = inhibition above about 30%; note: 0% = vehicle wells with enzyme and 100% = no enzyme wells
FadD28 binding = M. tuberculosis FadD28 bisubstrate binding inhibition; FadD28 bisubstrate probe binding, fluorescence polarization; inhibition, % at 12.5 µM; 360,000 compounds, 0.22% hits; AID 588549; in the data active = inhibition above about 8.5%, passing the limit was not always enough
Anthrax LF inh2 = inhibitors of Bacillus anthracis lethal factor protease | multiplex microsphere protease cleavage assay, LF | 360,000 compounds, 0.12% hits | AID 588501 | inhibition, % at 10 µM | P15917; note: plate controls were buffer without enzyme for full effect and enzyme alone for no effect
Target sequence (P15917 whole entry, looked up): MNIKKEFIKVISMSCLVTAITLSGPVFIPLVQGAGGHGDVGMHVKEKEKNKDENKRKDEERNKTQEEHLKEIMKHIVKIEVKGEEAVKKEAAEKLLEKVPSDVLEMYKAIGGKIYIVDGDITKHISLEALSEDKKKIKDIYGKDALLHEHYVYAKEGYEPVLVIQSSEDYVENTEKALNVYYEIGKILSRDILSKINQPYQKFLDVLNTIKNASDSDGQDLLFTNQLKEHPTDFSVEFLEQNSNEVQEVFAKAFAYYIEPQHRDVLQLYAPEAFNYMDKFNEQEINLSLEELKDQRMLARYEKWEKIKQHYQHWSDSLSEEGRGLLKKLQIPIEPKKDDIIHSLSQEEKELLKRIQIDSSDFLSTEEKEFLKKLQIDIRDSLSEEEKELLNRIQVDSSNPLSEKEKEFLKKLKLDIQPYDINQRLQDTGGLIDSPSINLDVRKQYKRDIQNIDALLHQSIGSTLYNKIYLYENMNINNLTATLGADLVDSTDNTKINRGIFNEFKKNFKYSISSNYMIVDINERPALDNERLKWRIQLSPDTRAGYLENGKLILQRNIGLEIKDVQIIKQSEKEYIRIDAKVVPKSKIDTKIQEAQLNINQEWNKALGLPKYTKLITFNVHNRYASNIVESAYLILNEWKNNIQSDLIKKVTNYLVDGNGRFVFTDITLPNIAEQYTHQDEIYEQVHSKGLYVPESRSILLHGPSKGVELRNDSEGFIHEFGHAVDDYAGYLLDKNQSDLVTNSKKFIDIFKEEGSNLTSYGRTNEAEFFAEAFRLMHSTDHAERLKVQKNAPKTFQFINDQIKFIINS
BoNT-F LC inh = BoNT F light chain protease inhibition. Multiplex microsphere protease cleavage assay, flow cytometry. inhibition, % at 10 µM. 360,000 compounds, 0.22% hits; in the data active = inhibition above about 35%, passing the limit was not always enough; note: plate controls were buffer without enzyme for full effect and enzyme alone for no effect
PfHsp40 yeast = compounds rescuing yeast from Plasmodium falciparum HSP40 toxicity | S. cerevisiae expressing PfHsp40, growth rescue, ATP luminescence | growth rescue, % at 12.5 µM | 340,000 compounds, 0.68% hits | AID 504582; in the data active = growth rescue above about 28%, passing the limit was not always enough;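 note: yeast W303a lacking pdr1 and pdr3 grown in galactose medium; growth measured after three days at 30 °C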
BoNT-A LC inh2 = inhibitors of Botulinum neurotoxin A light chain protease | multiplex microsphere protease substrate cleavage, flow cytometry | inhibition, % at 10 µM | 360,000 compounds, 0.17% hits | AID 588499; note: plate controls were buffer without enzyme for full effect and enzyme alone for no effect
Numbers without * were called inactive; / = no result given. Cut-off read from the data, not from the text of the source, unless noted: active = inhibition above about 30%; inconclusive = no clear call, values can overlap the other calls; inactive = below that. An unsorted share of the library; about 2.3% have a hit in one of these screens.

SMILES	PrPC TRFRET	Y pestis TopoI	TcdB GH inh	CCHFV vOTU inh	FadD28 binding	Anthrax LF inh2	BoNT-F LC inh	PfHsp40 yeast	BoNT-A LC inh2
C=CCOc1ccccc1CN1CCSCC1	-4	8	/	-3	-4.1	-2	-2	0.3	-0.3
Cc1cc(Nc2ccccc2)nn1C(=O)c1ccccc1	-6	-4	/	-1	-4.9	-1	-7	239*	-0.3
CCCn1c(N)c(N(CCOC)C(=O)c2cc(Cl)nc3ccccc23)c(=O)[nH]c1=O	3	-4	2.3	-5	-1.2	6	15	0.4	6.4
O=C(NNS(=O)(=O)c1ccccc1[N+](=O)[O-])c1cccc(Br)c1	5	2	-5.4	4	-4.4	-1	1	-0.5	0.8
Cc1ccc(NS(=O)(=O)c2cccc(C(=O)NCC(c3ccc(F)cc3)N3CCOCC3)c2)cc1 (stereo not drawn)	6	-7	1.8	0	-1.9	-1	-9	0.4	0.9
CC(NS(=O)(=O)c1ccc(Br)cc1F)[C@H](O)c1ccccc1 (stereo partly drawn)	-3	9	0.0	19	-0.5	3	-4	/	-0.2
O=C(c1cccnc1)C1CCCN(Cc2nc(Cc3ccccc3F)no2)C1 (stereo not drawn)	-3	8	1.4	13	-4.2	-1	3	-0.3	-0.5
O=CNc1cc(-c2ccccc2Oc2ccccc2)cn2c(-c3ccc(F)cc3)cnc12	7	45	-4.1	24	-1.6	7	2	/	-0.3
COc1ccc(N(C(=O)c2cnccn2)C(C(=O)NC2CCCCC2)c2cc(OC)c(OC)c(OC)c2)cc1 (stereo not drawn)	-5	-6	1.1	8	1.0	-3	-15	1.2	1.7
Cc1ccc2c(c1)C1CN(C)CCC1N2C(=O)Nc1cccc(Cl)c1 (stereo not drawn)	-7	-16	/	10	-3.0	0	-10	6.7	-0.3
Cc1cccc(OCCCC(=O)Nc2ccc(S(=O)(=O)Nc3onc(C)c3C)cc2)c1C	4	5	/	8	-1.0	0	-12	10	-1.0
CCOC(=O)c1ccc(N2CCOCC2)c(NS(=O)(=O)c2ccc(F)cc2)c1	7	12	1.8	13	-0.9	7	3	0.5	0.4
O=[N+]([O-])c1cccc(-c2nc(NCc3ccccc3)c3ccccc3n2)c1	13	-18	/	6	-3.0	-4	-10	-0.2	-0.5
CC(C)NC(=O)NC(=O)COC(=O)c1ccc(S(=O)(=O)Nc2ccccc2)cc1	1	3	2.0	9	-1.2	1	0	0.7	0.0
CCOC(=O)C1C(=O)NC(c2ccccc2)=NC1c1ccc(OC)cc1 (stereo not drawn)	10	1	-1.1	2	-4.4	0	5	1.7	0.2
CCOc1ccccc1CN1CCNC(=O)C1CC(=O)NC1CCCCCC1 (stereo not drawn)	2	25	0.5	-5	-1.3	-1	4	1.8	3.0
Cc1c(Cl)cccc1NC(=S)N1CCCN(Cc2ccccc2F)C1	-6	-9	-0.2	-6	-0.3	/	/	0.4	/
CC1=C(C)CC(C(=O)NCCc2ccc(F)cc2)C(C(=O)O)C1 (stereo not drawn)	8	-1	1.7	-6	-4.1	-12	-30	1.4	-0.3
COC(=O)c1c(C)[nH]c(C(=O)CN2C(=O)C3CC=CCC3C2=O)c1C (stereo not drawn)	8	-4	-0.1	9	/	-6	-7	0.2	-3.2
CC(C(=O)N1CCCC1)N1CCN(S(=O)(=O)c2ccc(C(C)(C)C)cc2)CC1 (stereo not drawn)	2	-7	-0.1	2	-0.7	2	7	-0.3	0.1

Copied from the list.
Under TcdB GH inh, Cc1c(Cl)cccc1NC(=S)N1CCCN(Cc2ccccc2F)C1 has -0.2
Under PrPC TRFRET, CC(NS(=O)(=O)c1ccc(Br)cc1F)[C@H](O)c1ccccc1 (stereo partly drawn) has -3
Under BoNT-A LC inh2, CCCn1c(N)c(N(CCOC)C(=O)c2cc(Cl)nc3ccccc23)c(=O)[nH]c1=O has 6.4
Under PfHsp40 yeast, O=C(NNS(=O)(=O)c1ccccc1[N+](=O)[O-])c1cccc(Br)c1 has -0.5
Under Y pestis TopoI, Cc1ccc(NS(=O)(=O)c2cccc(C(=O)NCC(c3ccc(F)cc3)N3CCOCC3)c2)cc1 (stereo not drawn) has -7

Next part:
SMILES	PrPC TRFRET	Y pestis TopoI	TcdB GH inh	CCHFV vOTU inh	FadD28 binding	Anthrax LF inh2	BoNT-F LC inh	PfHsp40 yeast	BoNT-A LC inh2
Cc1cccn2c(=O)c(/C=C(\C#N)C(=O)NCc3ccco3)c(N3CCC(C(N)=O)CC3)nc12	-4	7	0.0	-7	-1.7	1	1	0.6	1.3
OCC1(Cc2cccc(F)c2)CCN(Cc2cccc3nccnc23)CC1	-5	4	0.3	-14	-2.7	1	-8	-0.5	0.0
COc1ccc(C)cc1NC(=O)NCc1ccccc1F	0	-3	1.0	9	-4.1	-2	6	-0.7	-0.2
Cc1c(NC(=O)C(C)OC(=O)c2cccc(S(=O)(=O)N(C)C)c2)c(=O)n(-c2ccccc2)n1C (stereo not drawn)	-5	6	1.5	19	-4.0	-2	2	-1.6	0.3
CC(C)Cc1nnc(NC(=O)CCC(=O)Nc2ccc(Cl)cc2)s1	-7	5	-1.6	-8	0.2	-4	-2	-0.7	-0.9
O=C(Cc1c(Cl)cccc1Cl)Nc1cccc(S(=O)(=O)N2CCOCC2)c1	7	6	-1.2	-10	-5.1	3	-4	0.1	-0.6
O=C(NCCOC(=O)c1ccncc1)c1ccccc1	0	-3	/	-11	-1.2	-4	-3	0.9	-0.2
COc1ccc(/C=C/C(=O)NC(=S)Nc2ccc(C(=O)O)cc2)cc1	-5	-4	/	21	-2.6	-3	-1	-1.6	-0.5
Oc1ccccc1/C=N/Nc1cc(N2CCCC2)nc(N2CCCC2)n1	-3	-11	/	26	1.1	-3	-15	2.2	2.1
Cn1nc(-c2ccc(C(=O)NCC3CCCO3)cc2)c2ccccc2c1=O (stereo not drawn)	-8	3	/	8	-0.2	0	-12	0.4	-0.4
COC(=O)c1cc(C(=O)Nc2ccc(S(N)(=O)=O)cc2)cc([N+](=O)[O-])c1	-44	-2	2.9	11	-0.2	-5	-3	-1.5	0.2
O=C(CN1C(=O)NC2(CCCCC2)C1=O)Nc1nc2c(F)cc(F)cc2s1	1	1	0.4	5	1.2	-2	-5	1.3	-0.8
CCOC(=O)c1cccc(NC(=O)CCc2c(C)nc3ncnn3c2C)c1	-1	3	/	-3	-2.3	-6	9	-0.3	7.5
COc1cc(C=O)c(Br)cc1OC1CCCC1	-2	5	/	9	1.2	-1	6	-0.2	-0.6
O=C(NCc1cccnc1)C1c2ccccc2C(=O)N1Cc1ccco1 (stereo not drawn)	/	7	0.9	/	-1.9	0	-5	-0.5	0.7
N#CCCN(C(=O)Nc1ccc(Cl)c(Cl)c1)c1ccccc1	0	-2	/	2	-8.3	-1	-10	0.4	-0.7
O=C(NCC1CCCO1)c1ccc(COc2ccc(Br)cc2)cc1 (stereo not drawn)	2	26	/	-16	-1.9	0	-18	5.2	-1.0
CC12CCC(c3c(C(=O)Nc4nccs4)nn(-c4ccccc4)c31)C2(C)C (stereo not drawn)	-2	-11	/	-8	-2.2	-10	-21	0.3	-4.0
O=C(c1ccc(-c2ccccc2)cc1)N1CCN(C(=O)c2ccco2)CC1	8	19	/	-11	-4.2	-6	-3	4.9	-0.5
CCCNC(=O)Cn1cnc2sc(C(=O)N3CCN(c4ccc(F)cc4)CC3)c(C)c2c1=O	0	0	0.4	-4	-3.3	-1	1	-1.0	0.1

Shown bar-delimited: entries from further up.
smiles | PrPC TRFRET | Y pestis TopoI | TcdB GH inh | CCHFV vOTU inh | FadD28 binding | Anthrax LF inh2 | BoNT-F LC inh | PfHsp40 yeast | BoNT-A LC inh2
COc1cc(C=O)c(Br)cc1OC1CCCC1 | -2 | 5 | / | 9 | 1.2 | -1 | 6 | -0.2 | -0.6
O=C(NCc1cccnc1)C1c2ccccc2C(=O)N1Cc1ccco1 (stereo not drawn) | / | 7 | 0.9 | / | -1.9 | 0 | -5 | -0.5 | 0.7
N#CCCN(C(=O)Nc1ccc(Cl)c(Cl)c1)c1ccccc1 | 0 | -2 | / | 2 | -8.3 | -1 | -10 | 0.4 | -0.7
O=C(NCC1CCCO1)c1ccc(COc2ccc(Br)cc2)cc1 (stereo not drawn) | 2 | 26 | / | -16 | -1.9 | 0 | -18 | 5.2 | -1.0
CC12CCC(c3c(C(=O)Nc4nccs4)nn(-c4ccccc4)c31)C2(C)C (stereo not drawn) | -2 | -11 | / | -8 | -2.2 | -10 | -21 | 0.3 | -4.0

Going on with the list.
SMILES	PrPC TRFRET	Y pestis TopoI	TcdB GH inh	CCHFV vOTU inh	FadD28 binding	Anthrax LF inh2	BoNT-F LC inh	PfHsp40 yeast	BoNT-A LC inh2
O=C1COc2ccc(S(=O)(=O)N3CCc4ccccc43)cc2N1	11	6	4.0	-4	-1.9	-2	-5	-0.2	-0.7
O=C(Cn1c(C(F)(F)F)nc2ccccc21)NCCCN1CCOCC1	-3	0	/	-1	0.2	-5	-6	-1.5	-0.2
c1csc(-c2nc3ccccc3[nH]2)c1	-7	2	/	-7	-3.2	-3	-9	1.9	0.4
O=S(=O)(c1ccccc1Cl)N1CCCC1c1nc(-c2cccc(Cl)c2)no1 (stereo not drawn)	0	27	/	8	-2.4	3	-14	7.1	0.7
CCCc1ccc(OCC(O)CN2CCN(c3ccccn3)CC2)cc1 (stereo not drawn)	3	23	-0.2	20	-2.4	-3	-7	0.1	-4.3
C=CCN1C(=O)/C(=C/C=C2/N(CC)c3ccc(S(=O)(=O)N(C)C)cc3N2CC)SC1=S	-9	-4	0.5	-13	-2.7	6	-14	-0.6	17
COC(=O)c1sccc1NC(=O)c1ccc(C)o1	-9	0	/	16	0.7	-1	-14	1.8	0.2

Entries from the list above that have an NH in an aromatic ring, in the order listed:
SMILES	PrPC TRFRET	Y pestis TopoI	TcdB GH inh	CCHFV vOTU inh	FadD28 binding	Anthrax LF inh2	BoNT-F LC inh	PfHsp40 yeast	BoNT-A LC inh2
CCCn1c(N)c(N(CCOC)C(=O)c2cc(Cl)nc3ccccc23)c(=O)[nH]c1=O	3	-4	2.3	-5	-1.2	6	15	0.4	6.4
COC(=O)c1c(C)[nH]c(C(=O)CN2C(=O)C3CC=CCC3C2=O)c1C (stereo not drawn)	8	-4	-0.1	9	/	-6	-7	0.2	-3.2
c1csc(-c2nc3ccccc3[nH]2)c1	-7	2	/	-7	-3.2	-3	-9	1.9	0.4

Screening data deposited in PubChem by several laboratories.
